POLI inh – DNA polymerase iota (human) inhibition; Q9UNA4; Pol iota fluorescent replication assay, 10 min; Potency, µM (highest dose often 115 µM), inactives show at the top dose activity, negative = inhibition, hits mostly inhibitors; 1% of 390,000 active; AID 588590
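Fluorescent replication assay read twice, at 0 min and 10 min after adding 50 nM (final) substrate. Enzyme (10 nM) and compounds were first incubated 15 min at room temperature; enzyme-free buffer wells were negative controls.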
HP1b binding inh – inhibitors of HP1-beta chromodomain binding to methylated histone tails. P83916. AlphaScreen HP1-beta / biotin-H3K9me3 peptide binding. Potency, µM (titrated, usually from 114 µM), for the others: at the highest dose activity change, negative = inhibition, actives largely listed as inhibitors. 0.56% of 390,000 active. AID 540317; also: nearly all actives have a fitted effect of over 70% in size; inactives centre near 23
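HP1-beta protein (50 nM final) preincubated 30 min at room temperature with biotinylated H3(1-18)K9me3 peptide (50 nM) in PBS pH 7.4, 0.01% Tween-20, then compound added for 30 min. AlphaScreen streptavidin donor/nickel chelate acceptor beads (10 ug/mL final), 30 min dark, luminescence read.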
Pin1 inh – human Pin1 inhibition. Q13526. Pin1 FP peptide displacement, HiFluor488, 10 min. Potency, µM (doses to about 115 µM), without a hit: at the top dose activity, negative = inhibition, usual class: inhibitors. 0.009% of 390,000 active; active = well fitted inhibition curve with a large enough effect in the polarisation, with a control signal flat, not every such curve was filed as active; inconclusive = small, poorly fitted or top-dose-only effect, or effect the other way, or a change in a side signal; inactive = no such curve, though single readings can be large or run the other way; the % refers to the polarisation; also: % is scaled to controls: 0 for no effect and ±100 for the full control effect
Tb PGK inh – T. brucei PGK inhibition; P07378; PGK/GAPDH coupled, Kinase-Glo luminescence, 60 min; Potency, µM (titrated, usually from 57.5 µM), without a hit: top-dose activity change, negative = inhibition, most hits filed as inhibitors; 0.043% of 380,000 active; also: % is scaled to controls: 0 for no effect and ±100 for the full control effect; nearly all actives have a fitted effect of over 60% in size
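Luminescent ATP detection (Kinase-Glo Plus) follows a 60-minute room-temperature incubation, with wells lacking PGK as controls. Buffer: 100 mM TEA (pH 7.6), 5 mM MgCl2, 0.01% Tween-20. Coupling enzyme GAPDH (100 nM final) supplies unstable 1,3-BPG in-well.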
JMJD2A Tudor – blocks the human JMJD2A Tudor domain; AlphaScreen JMJD2A-Tudor / H3K4me3 peptide binding; Potency, µM (top dose mostly 114 µM), inactives show top-dose activity change, negative = inhibition, hits mostly inhibitors; 4.4% of 390,000 active; also: % is scaled to controls: 0 for no effect and ±100 for the full control effect; nearly all actives have a fitted effect of over 50% in size
BLM inh – inhibitors of human Bloom syndrome helicase BLM | recombinant BLM DNA unwinding, fluorescence dequenching | AID 2528 | P54132 | Potency, µM (top dose mostly 56.1 µM), for inactives: top-dose activity change, negative = inhibition, hits mostly inhibitors | 0.2% of 350,000 active;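 also: plate controls were vehicle for no effect and no enzyme for full effect; nearly all actives have a fitted effect of over 35% in size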
GLS inhibitor – glutaminase GLS (human) inhibition | GLS enzymatic activity, qHTS titration | Potency, µM (titrated, usually from 45.5 µM), inactives show at the top dose activity change, negative = inhibition, hits mostly inhibitors | 0.21% of 410,000 active; also: % is scaled to controls: 0 for no effect and ±100 for the full control effect
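hKGA; 45 mM KH2PO4 pH 8.2 + 0.02% Tween-20; cpd via pin tool; 1 mM Gln soln; GluOx/HRP/Amplex Red; RT 30 min; fluor. t0 & final.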
BAZ2B inh – BAZ2B (human) inhibition. AlphaScreen BAZ2B-H3K14Ac peptide displacement. Potency, µM (series often up to 114 µM), for inactives: top-dose activity change, negative = inhibition, most hits filed as inhibitors. 4.4% of 360,000 active; also: % is scaled to controls: 0 for no effect and ±100 for the full control effect; nearly all actives have a fitted effect of over 60% in size
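AlphaScreen displacement: compounds (up to 110uM) incubated 30 min at room temperature with a preformed 50 nM BAZ2B/50 nM biotinylated H3K14Ac peptide complex in PBS pH 7.4 with Tween-20. Donor and acceptor beads at 10 ug/mL final added, 20 min light-protected before reading.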
G9a block – inhibitors of human histone lysine methyltransferase G9a. G9a H3K9 monomethylation, AlphaScreen, 2 h. Q96KQ7. 8.8% of 350,000 active. Potency, µM (series often up to 102 µM), inactives show at the highest dose activity, negative = inhibition, most hits filed as inhibitors. AID 504332; also: % is scaled to controls: 0 for no effect and ±100 for the full control effect; nearly all actives have a fitted effect of over 75% in size
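Enzyme 20 nM + cpd, 15 min RT; add b-H3K9 pep 500 nM / SAM 20 uM; 2 h RT; anti-H3K9me1 Ab 0.5 ug/mL + SA donor / anti-rabbit acceptor beads 20 ug/mL each, 10 min; AlphaScreen read.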
An asterisk follows results filed as active; i = inactive; ? = inconclusive; / = not tested or not shown; [ ] = another dose, or the depositor's remark. Unless noted, calls follow the shape of the dose curve; as a rule, active = well fitted curve in the direction sought with a large enough effect; inconclusive = small, poorly fitted or top-dose-only effect, or another doubt; inactive = no such curve, though single readings can be large; an effect the other way counts as inactive or inconclusive. Potency is read from the fitted curve at half-maximal effect. A portion of the library. The share of hits here may be higher or lower than overall.

The first 7 entries, to show the layout:
SMILES | POLI inh | HP1b binding inh | Pin1 inh | Tb PGK inh | JMJD2A Tudor | BLM inh | GLS inhibitor | BAZ2B inh | G9a block
COc1ccc(C2=NN(C(=O)CCC(=O)O)C(c3ccc(Br)cc3)C2)cc1 (centres undefined) | 12% | 38% | -8% | -4% | -18% | -3% | 12% | -6% | /
CC(=O)N1CCN(c2ccc(NCc3cccc(C)c3)cc2)CC1 | 60%[activator] | -12% | -10% | 4% | ? | / | 1% | ? | ?
COC(=O)n1c(=O)oc2ccc(S(=O)(=O)N3CCCCC3)cc21 | 20% | 17% | -2% | 2% | 14% | 1% | -11% | -4% | -1%
CC(C)OC(=O)NC(Nc1ccccc1C(=O)O)(C(F)(F)F)C(F)(F)F | 11% | 36% | 0% | 3% | -7% | -4% | 9% | -1% | 16%[59 µM]
Cc1ccc(CNC(=O)c2cccnc2Sc2cccc(Cl)c2)cc1 | 191%[activator] | 52%[activator] | -8% | -9% | 2% | -1% | -12% | -2% | /
Cc1cc(=O)n2c3ccccc3n(CC(O)CN3CCOCC3)c2c1C#N (centres undefined) | 23% | 30% | 3% | 0% | -7% | 6% | 8% | -1% | -50%
CCOC(=O)C1=C(C(F)(F)F)Nc2ncnn2C1c1cc(OC)c(OC)cc1OC (centres undefined) | 17% | 56%[activator] | -4% | 4% | -2%[57.1 µM] | -7% | 15% | -12% | -9%[59 µM]

All compounds of this part, repeating the preview:
SMILES | POLI inh | HP1b binding inh | Pin1 inh | Tb PGK inh | JMJD2A Tudor | BLM inh | GLS inhibitor | BAZ2B inh | G9a block
COc1ccc(C2=NN(C(=O)CCC(=O)O)C(c3ccc(Br)cc3)C2)cc1 (centres undefined) | 12% | 38% | -8% | -4% | -18% | -3% | 12% | -6% | /
CC(=O)N1CCN(c2ccc(NCc3cccc(C)c3)cc2)CC1 | 60%[activator] | -12% | -10% | 4% | ? | / | 1% | ? | ?
COC(=O)n1c(=O)oc2ccc(S(=O)(=O)N3CCCCC3)cc21 | 20% | 17% | -2% | 2% | 14% | 1% | -11% | -4% | -1%
CC(C)OC(=O)NC(Nc1ccccc1C(=O)O)(C(F)(F)F)C(F)(F)F | 11% | 36% | 0% | 3% | -7% | -4% | 9% | -1% | 16%[59 µM]
Cc1ccc(CNC(=O)c2cccnc2Sc2cccc(Cl)c2)cc1 | 191%[activator] | 52%[activator] | -8% | -9% | 2% | -1% | -12% | -2% | /
Cc1cc(=O)n2c3ccccc3n(CC(O)CN3CCOCC3)c2c1C#N (centres undefined) | 23% | 30% | 3% | 0% | -7% | 6% | 8% | -1% | -50%
CCOC(=O)C1=C(C(F)(F)F)Nc2ncnn2C1c1cc(OC)c(OC)cc1OC (centres undefined) | 17% | 56%[activator] | -4% | 4% | -2%[57.1 µM] | -7% | 15% | -12% | -9%[59 µM]
NS(=O)(=O)c1ccc(CNC(=O)c2cc(-c3ccccn3)nc3ccc(Cl)cc23)cc1 | 49%[activator] | -10% | ? | -4% | -21% | -11% | 0% | 1% | ?
CN(C)c1ccc(/C=N/NC(=O)c2ccccc2Cl)cc1 | -19% | -7% | 2% | 7% | -31% | 0% | 0% | -35% | 40µM*
COc1ccc(C(=O)NC(C)CCCC(C)(C)O)cc1OC1CCN(C(C)=O)CC1 (centres undefined) | 13% | 54%[activator] | -1% | -7% | 3% | -3% | -7% | -2% | /
Fc1ccccc1Sc1ccccc1CNC1=NCCN1 | 8% | ? | 5% | 1% | ? | 4% | 1% | -10% | 7.1µM*
CC(C)(C)NS(=O)(=O)c1ccc2nc(NC(=O)c3ccc(N4C(=O)CCC4=O)cc3)sc2c1 | 34% | 66%[activator] | -2% | 4% | -7% | -9% | -5% | 0% | -6%
Cc1ccc(S(=O)(=O)N2CCCC(c3nc4c(nnn4Cc4ccc5c(c4)OCCO5)c(=O)[nH]3)C2)cc1 (centres undefined) | 7% | 7%[57 µM] | 36%[activator] | i | -23% | -3% | 17% | -21% | 0%
O=C1CC(c2ccccc2)CC(O)=C1C=NCCN1CCN(C(=S)Nc2cccc(Cl)c2)CC1 (centres undefined) | 18% | 22% | 22% | / | -31% | -6% | 15% | -7% | -35%[59 µM]
CCOc1ccc(NC(=O)c2cc(S(=O)(=O)N3CCC(C)CC3)cn2C)cc1 | 10% | 31%[57 µM] | -4% | -7% | 1% | 4% | -3% | -1% | 0%[59 µM]
CCCCn1c(N)c(N(CC(C)C)C(=O)c2cc(Cl)nc3ccccc23)c(=O)[nH]c1=O | 32%[activator] | 21% | -4% | -4% | -12% | / | 2% | 10% | -46%
CCCCNc1ccc(S(=O)(=O)c2cccc([N+](=O)[O-])c2)cc1[N+](=O)[O-] | -13% | 38% | -1% | -10% | -3% | -2% | -13% | ? | 7.9µM*
COc1ccc(/C=C/C(=O)NCc2nc3ccccc3[nH]2)cc1OC | 89%[activator] | 5% | 5% | -9% | -24% | -4% | 20% | -24% | 34%[activator]
O=C(CSc1nnc(NC2CC2)s1)NN1C(=O)NC2(CCCCC2)C1=O | 16% | 60%[activator] | -7% | -5% | 12% | / | 7% | 11% | 18%[59 µM]
Cc1ccc(-c2cc(C(=O)O)n[nH]2)s1 | -13% | 17% | -10% | -10% | -4%[11.4 µM] | 1% | 1% | -11% | -3%

Exported with values ahead of the structure: part of the list above.
| POLI inh | HP1b binding inh | Pin1 inh | Tb PGK inh | JMJD2A Tudor | BLM inh | GLS inhibitor | BAZ2B inh | G9a block | mol |
| --- | --- | --- | --- | --- | --- | --- | --- | --- | --- |
| 13% | 54%[activator] | -1% | -7% | 3% | -3% | -7% | -2% | / | COc1ccc(C(=O)NC(C)CCCC(C)(C)O)cc1OC1CCN(C(C)=O)CC1 (centres undefined) |
| 7% | 7%[57 µM] | 36%[activator] | i | -23% | -3% | 17% | -21% | 0% | Cc1ccc(S(=O)(=O)N2CCCC(c3nc4c(nnn4Cc4ccc5c(c4)OCCO5)c(=O)[nH]3)C2)cc1 (centres undefined) |

(more compounds)
SMILES | POLI inh | HP1b binding inh | Pin1 inh | Tb PGK inh | JMJD2A Tudor | BLM inh | GLS inhibitor | BAZ2B inh | G9a block
O=C(NC1CCCCC1)c1ccc(-c2ccccc2)cc1 | 29% | -18% | 1% | i | -15% | / | 3% | / | /
COC(=O)CSc1cccc2c1C(=O)CC2c1ccccc1 (centres undefined) | -28% | 26% | 2% | -2% | -9% | -6% | -2% | 7% | 6%
Cc1cccc(NS(=O)(=O)c2cc(C(=O)N3CCCC3)ccc2Cl)c1 | -12% | 49%[activator] | 2% | -4% | 11%[57.1 µM] | 7% | -5% | -3% | -31%
O=c1[nH]c(/C=C\c2cccc(O)c2)nc(O)c1[N+](=O)[O-] | ? | 35% | / | 3% | -2% | 5% | 11% | 5% | -74%
Clc1ccc(CONc2ncnc3nonc23)c(Cl)c1 | -3% | 20% | -2% | -4% | -26% | -6% | 1% | -8% | 18%[59 µM]
COc1ccc(CNCCC(c2ccc(OC(C)C)cc2)c2ccccc2OC)cc1 (centres undefined) | 3% | 9% | -2% | 0% | -31% | -2% | 3% | ? | -6%[2.33 µM]
Cc1cccc(C)c1OCC(=O)NNC(=O)c1ccoc1C | -5% | 15% | -9% | 1% | -10% | -1% | 11% | 2% | /

High-throughput results: PubChem BioAssay, National Center for Advancing Translational Sciences (NCATS)
